# Screening results deposited in PubChem by several laboratories.
# BioA inh = M. tuberculosis BioA enzyme inhibitors, primary screen, biochemical, plate reader, single point, HTS; inhibition, % at 9.99 µM; 360,000 tested, 0.096% active; 7,8-diaminopelargonic acid synthase BioA (Mycobacterium tuberculosis); purified M. tuberculosis BioA enzyme; in the data active = inhibition above about 40%; inconclusive = no clear call, values can overlap the other calls
# Mtb FBA inh = Mtb FBA enzyme inhibitors, primary screen, biochemical, fluorescence, strain H37Rv | Fructose-bisphosphate aldolase (Mycobacterium tuberculosis (strain ATCC 25618 / H37Rv)), … | purified M. tuberculosis FBA, fluorescence read-out | inhibition, % at 1 µM | 360,000 tested, 2.3% active; in the data active = inhibition above about 27%;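 also: 0% = vehicle and 100% = reference inhibitor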
# Target sequence (P9WQA3 whole entry, looked up): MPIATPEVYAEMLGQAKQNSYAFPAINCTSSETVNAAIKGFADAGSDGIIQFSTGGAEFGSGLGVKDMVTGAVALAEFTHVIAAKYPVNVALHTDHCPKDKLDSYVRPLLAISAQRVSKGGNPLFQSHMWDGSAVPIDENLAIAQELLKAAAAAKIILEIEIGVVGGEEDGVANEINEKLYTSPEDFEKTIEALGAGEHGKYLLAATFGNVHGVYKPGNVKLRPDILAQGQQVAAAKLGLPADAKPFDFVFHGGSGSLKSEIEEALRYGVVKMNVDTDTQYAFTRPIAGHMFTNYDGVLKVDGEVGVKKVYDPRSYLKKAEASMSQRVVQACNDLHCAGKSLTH
# UGM FP inh = M. tuberculosis UGM enzyme inhibitors, primary screen, biochemical, fluorescence polarization, single point | UDP-galactopyranose mutase (Mycobacterium tuberculosis (strain ATCC 25618 / H37Rv)), … | purified UGM, fluorescence polarization probe displacement | inhibition, % at 10 µM | 320,000 tested, 0.06% active; in the data active = inhibition above about 10%, passing the limit was not always enough; inconclusive = no clear call, values can overlap the other calls
# Target sequence (P9WIQ1 whole entry, looked up): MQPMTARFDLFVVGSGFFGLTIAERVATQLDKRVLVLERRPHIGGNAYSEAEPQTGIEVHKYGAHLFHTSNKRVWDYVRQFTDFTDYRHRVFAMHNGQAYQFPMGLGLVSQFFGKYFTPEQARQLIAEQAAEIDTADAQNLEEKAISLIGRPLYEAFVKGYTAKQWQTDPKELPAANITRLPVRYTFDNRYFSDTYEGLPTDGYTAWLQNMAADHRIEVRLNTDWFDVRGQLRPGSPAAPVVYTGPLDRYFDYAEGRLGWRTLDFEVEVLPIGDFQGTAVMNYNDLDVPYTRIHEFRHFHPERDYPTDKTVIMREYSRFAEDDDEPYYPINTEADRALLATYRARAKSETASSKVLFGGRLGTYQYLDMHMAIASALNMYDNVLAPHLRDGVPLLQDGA
# CCHFV vOTU inh = CCHFV vOTU protease inhibitors, primary screen, biochemical, Pep-AMC substrate, fluorescence; inhibition, % at 11.5 µM; 370,000 tested, 0.55% active; also: 0% = vehicle wells with enzyme and 100% = no enzyme wells
# BoNT-A LC inh2 = BoNT/A light chain protease inhibitors, primary screen, biochemical, flow cytometry, MLPCN library; Botulinum neurotoxin type A light chain protease (Clostridium botulinum A str. ATCC 3502); multiplex microsphere protease substrate cleavage; inhibition, % at 10 µM; 360,000 tested, 0.17% active; AID 588499, 2011; in the data active = inhibition above about 30%; inconclusive = no clear call, values can overlap the other calls; also: plate controls were buffer without enzyme for full effect and enzyme alone for no effect
# FadD28 FP inh = inhibitors of FadD28 bisubstrate probe binding, primary screen, biochemical, fluorescence polarization, single point; Mycobacterium tuberculosis FadD28 fatty-acid-AMP ligase; inhibition, % at 12.5 µM; 360,000 tested, 0.22% active; AID 588549, 2011; in the data active = inhibition above about 8.5%, passing the limit was not always enough; inconclusive = no clear call, values can overlap the other calls
# GDH-TPI counter = GDH-TPI coupling enzyme inhibitors, primary screen, artefact control for M. tuberculosis FBA inhibitor project, biochemical, absorbance, full deck | GDH-TPI coupled enzyme counterscreen, NADH absorbance | inhibition, % at 4.8 µM | 360,000 tested, 1.2% active;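 also: 0% = DMSO wells and 100% = wells lacking the enzyme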
# PrPC TRFRET = inhibitors of human cell surface prion protein PrPC, primary screen, cell-based, TR-FRET; TR-FRET read-out; 370,000 tested, 0.43% active; Major prion protein (Homo sapiens), P04156; AID 720596, 2013; inhibition, % at 13.8 µM; in the data active = inhibition above about 24%; also: 0% = median of the test wells and 100% = reference compound wells
# BoNT-F LC inh = BoNT/F light chain protease inhibitors, primary screen, biochemical, flow cytometry, MLPCN library; 360,000 tested, 0.22% active; Multiplex microsphere protease cleavage assay; Botulinum neurotoxin type F light chain protease (Clostridium botulinum); inhibition, % at 10 µM; in the data active = inhibition above about 35%, passing the limit was not always enough; inconclusive = no clear call, values can overlap the other calls; also: plate controls were buffer without enzyme for full effect and enzyme alone for no effect
# The depositor's hits bear a star; u = inconclusive; x = no result given; & = joins results of further samples. Rule as the data show it, unless noted: active = inhibition above about 30%; inactive = the rest.
canonical_smiles,UGM FP inh,PrPC TRFRET,BioA inh,BoNT-F LC inh,Mtb FBA inh,GDH-TPI counter,CCHFV vOTU inh,BoNT-A LC inh2,FadD28 FP inh
O=C1CC(c2ccccc2)n2nc(NS(=O)(=O)c3ccccc3)nc2N1 (stereo not drawn),0.7,-4,0.3,2,4,-4,7,0.1,-3.1
COc1cccc(CNc2cc(C)ccn2)c1O,-0.8,1,-0.8,8,-1,-1,-12,-2.0,-2.3
COc1cccc(CC(=O)N2CCC(n3nccc3NC(=O)C3CCOC3)CC2)c1 (stereo not drawn),3.6,-4,0.8,-1,1,3,13,-0.9,-1.2
COC(=O)Cc1ccc(OCC(=O)NC2CCCC2)cc1,x,2,0.0,2,4,-4,-2,1.6,-0.8
Cc1ccc(CNC2=NCCS2)cc1,-3.1,1,x,-7,0,-7,3,0.1,-2.3
NC(CO)c1cn([C@@H](CCC(=O)O)C(=O)N2CCNCC2)nn1 (stereo partly drawn),3.3,5,-0.8,0,1,-7,-8,0.6,0.0
COc1ccc(C(=O)NNC(=O)CSc2nnnn2-c2cc(OC)cc(OC)c2)cc1,2.8,-1,-1.0,-22,6,-1,8,-1.6,-2.2
CC(=O)N1CCN(C(=S)c2ccc(Cl)cc2)CC1,-0.1,1,x,1,-7,7,-9,-0.1,-2.2
O=C1NCCCCC1NS(=O)(=O)c1ccc(Cl)cc1 (stereo not drawn),1.8,1,-1.1,6,0,-4,8,-1.9,-1.6
O=C(NNC(=O)c1sc2ccccc2c1Cl)Nc1ccc(Cl)cc1,-0.3,0,0.3,-3,-2,18,5,0.2,-2.9
COc1ccc(OC)c(C2c3[nH]c4ccccc4c3C[C@H]3C(=O)N(CCCOC(C)C)CC(=O)N23)c1 (stereo partly drawn),-1.0,2,1.1,32,6,0,15,0.6,-2.5
COC(=O)c1ccc2c(=O)n(Cc3ccco3)c(SCC(=O)Nc3ccc(C)c(Cl)c3)nc2c1,-2.3,-1,-1.0,-1,-2,6,15,-0.6,-2.2
O=C(CNC(=O)c1ccccc1)NCCCSc1ccccc1,2.6,-1,-0.6,12,-3,-5,-9,-0.3,-4.8
N#Cc1ccc(Cn2cc(C=O)c3ccccc32)cc1,2.2,2,1.8,11,4,-1,0,-0.6,-1.8
COc1cc(OC)c(OC)cc1/C=N/n1c(COc2ccccc2)n[nH]c1=S,1.1,-2,-2.1,11,5,10,-2,4.5,-1.5
Cc1ccc(C)c(-n2cc(-c3ccc(Cl)cc3)nc2SCC(=O)NC2CCS(=O)(=O)C2)c1 (stereo not drawn),-1.7,-6,0.9,2,4,-3,11,-0.2,-1.5
O=C(CCCn1c(=O)oc2ccccc21)NNC(=O)COc1ccc(F)cc1,-0.8,0,-0.8,9,-1,1,0,2.8,-3.7
COc1cc2c(cc1OC)C(=O)CCS2,1.5,-7,-0.4,-6,11,2,-18,-0.7,-2.6
CNc1ccc2oc(C[C@H]3O[C@@]4(CC[C@H]3C)O[C@H]([C@H](C)C(=O)c3ccc[nH]3)[C@H](C)C[C@H]4C)nc2c1C(=O)O,-1.7,-5,-1.7,-8,6,12,54*,-0.7,-0.7
O=C(CCC1CCCC1)NCCS(=O)(=O)N1CCN(c2ccccc2)CC1,1.3,-1,-2.0,2,0,-6,13,-1.6,-0.8
O=C(CN1C(=O)NC2(CCCC2)C1=O)NNC(=O)c1ccccc1,3.4,2,0.1,34,-2,6,-6,12,-0.2
Cn1c(N2CCN(C(c3ccccc3)c3ccccc3)CC2)nc2c1c(=O)[nH]c(=O)n2C,-0.3,7,-1.1,1,0,-3,-9,-2.2,0.1
CC1CCc2c(sc3[nH]c(=S)n(C)c(=O)c23)C1 (stereo not drawn),-0.3,1,2.3,-5,-6,12,3,-1.0,-3.0
Nc1nc2c(Br)ccc(Br)c2cc1C(=O)NCCc1ccccc1,x,6,x,-1,x,x,-4,0.8,x
O=C(C[C@H]1C[C@H]2c3cc(NS(=O)(=O)c4ccc(F)cc4)ccc3O[C@H]2[C@H](CO)O1)NCc1cc(F)ccc1F,x,-3,-2.7&-1.3,-1,-2,-2,13,-0.3,-5.1
C=CCc1cccc2cc(C(=O)NC3CCCC3)c(=O)oc12,0.6,7,-0.8,1,7,1,8,0.1,-2.4
C/C(=N\NC(=O)c1nnn(-c2nonc2N)c1C(C)C)c1ccc2ccccc2c1,-2.9,-4,-2.1,5,0,11,12,1.8,-1.8
COc1ccc(C2=NS(=O)(=O)N(C)C(C(=O)NCc3ccc4c(c3)OCO4)=C2)cc1,-2.2,-6,-0.1,-4,-1,8,2,-0.3,-5.6
CCOc1ccc(Cn2c(C)nc([N+](=O)[O-])c2SCC(O)CCl)cc1[N+](=O)[O-] (stereo not drawn),-5.3,-13,14,-7,2,19,-9,-0.2,0.6
CC(C)=NNC(=O)C1=NNC(=O)C1,5.0,4,-0.5,3,-1,15,-9,0.2,-0.4
CC(C)=CCC[C@H](C)C[C@@H]1Cc2[nH][nH]c(=O)c2[C@H](c2ccc(Cl)cc2)O1,x,-4,x,-8,x,x,4,0.8,x
COc1ccc(CC(=O)NC(C)c2nnc(SCC(=O)Nc3ccccc3)n2C)cc1 (stereo not drawn),-0.4,13,-0.4,-4,1,1,-1,-0.1,-3.9
COc1cc(NC(=O)CN2CCN(c3ccccc3F)CC2)c(C)cc1[N+](=O)[O-],-0.8,-4,x,-2,2,2,15,0.3,0.6
Cc1ccccc1CN1C[C@@H]2C[C@@H](c3cn(C)nc3-c3ccccc3)N3CCC[C@@]23C1=O,2.4,-3,x,1,1,-1,5,1.7,-1.4
COc1ccccc1NS(=O)(=O)c1ccc(C)c(C(=O)NCC(c2ccco2)N(C)C)c1 (stereo not drawn),-1.3,4,-1.1,-1,1,0,3,0.3,-0.7
CN(C(=O)C(C)(C)C)[C@H]1C[C@H]2c3[nH]c4ccccc4c3CCN2C(=O)[C@H]1CO,x,-6,6.7,8,79*,21,-92,0.8,-0.2
COC(=O)c1ccccc1Nc1ccnc(Cl)n1,3.0,6,-1.1,0,5,12,-8,0.5,0.4
CCNc1nc2c(c(=O)[nH]c(=O)n2C)n1Cc1ccc(F)cc1,-2.8,-4,-1.6,-2,1,7,1,0.1,-2.2
CCOc1ccc(NC(N)=O)cc1,3.1,2,-1.5,12,2,1,-18,0.7,-1.0
O=C(NN=C(Cc1ccccc1)Cc1ccccc1)c1ccncc1,3.3,5,x,-12,1,11,11,-1.2,-0.5
Cc1cc(C)n(CC(=O)NNC(=O)COc2ccc(Cl)cc2Cl)n1,-0.3,6,0.1,x,1,-4,4,x,-1.7
O=C(Nc1cccc(NC(=O)c2ccccc2Cl)c1)c1ccc([N+](=O)[O-])o1,1.7,11,-1.6,-2,4,18,21,0.7,0.4
CCN(c1ccccc1)S(=O)(=O)c1c(C)noc1C,x,5,-0.2,-2,4,1,21,0.7,-0.4
O=[N+]([O-])c1cccc(CN2CCN(Cc3ccco3)CC2)c1,-0.1,3,-0.6,-23,5,2,-6,-5.0,0.9
COC(=O)c1ccc(Cn2c(C)c(C(=O)NCc3ccc(Cl)c(Cl)c3)sc2=O)o1,x,-7,0.7,-8,-2,3,16,-1.6,-9.6
CC(C)CCn1c(NCCN(C)C)nc2c1c(=O)[nH]c(=O)n2C,-1.0,-10,0.0,1,2,0,-5,0.3,-1.8
Cc1ccc(S(=O)(=O)N2CCC(C(=O)N3CCC[C@H]3C(=O)NCC(C)C)CC2)cc1,2.3,9,-1.6,-9,1,-5,16,-2.5,2.3
Cc1csc2nc(COC(=O)c3ccc(Cl)c([N+](=O)[O-])c3)cc(=O)n12,-1.7,-4,-1.4,-7,1,7,6,0.4,0.1
CN(C)CCCN(C(=O)c1cc(-c2cccs2)nc2ccccc12)c1nc2ccc(F)cc2s1,-4.3,-15,-0.5,0,5,4,-4,0.2,-5.6
CC(=O)O[C@H]1CC[C@@]2(C)C(=CC[C@H]3[C@@H]4CC[C@H](C5(C)OCCO5)[C@@]4(C)CC[C@@H]32)C1,-2.1,x,-0.3,-8,1,-5,x,-0.8,-0.8
Clc1ccc(-c2nn3c(-c4ccccc4)nnc3s2)cc1,1.6,7,-1.5,8,1,5,1,-0.2,-6.4
O=C(NC[P+](=O)O)OCc1ccccc1,-1.8,0,-0.3,-4,1,-4,8,0.9,0.3
Cc1ccccc1C(=O)O/N=C(\N)c1cccc([N+](=O)[O-])c1,-1.2,-2,-2.9,5,2,11,-11,0.2,0.3
O/N=C/c1cccnc1Sc1ccccc1,0.1,-5,x,0,1,2,-2,-2.2,0.4
COCCn1c2nc(=O)n(-c3ccccc3)c(=O)c-2nc2ccccc21,x,-58,x,9,-4,18,18,2.2,-1.5
O=C(NC(=S)Nc1ccc(N2CCCCC2)c(Cl)c1)c1ccc2c(c1)OCCO2,-3.1,-3,-4.1,10,-1,22,-7,-9.5,-1.6

# Further records follow.
canonical_smiles,UGM FP inh,PrPC TRFRET,BioA inh,BoNT-F LC inh,Mtb FBA inh,GDH-TPI counter,CCHFV vOTU inh,BoNT-A LC inh2,FadD28 FP inh
CCC(C)(C)C1CCc2[nH]nc(C(=O)O)c2C1 (stereo not drawn),-0.3,11,-1.2,3,0,-3,11,-0.6,0.0
Cc1cc(C)n(C(C)CC(=O)N2CCc3ccccc32)n1 (stereo not drawn),-0.9,9,4.5,2,-4,2,14,-0.4,-3.4
CC(C)COP(=O)(OCC(C)C)C(O)c1ccc(F)cc1 (stereo not drawn),1.1,7,x,-11,3,4,2,0.1,-2.3
O=C1NC[C@@H](CCCCN2CCN(CCc3ccccc3)C(=O)C2=O)N(CCc2ccc(O)cc2)C1=O,x,-1,x,1,x,x,13,0.5,x
Cc1ccc(-c2cc(C(F)F)nc3sc4c(=O)[nH]cnc4c23)cc1,1.4,-2,-1.4,7,-1,1,10,2.9,-2.1
COc1cccc(/C=N/n2cnc3cc(C)c(C)cc32)c1OC,0.7,1,0.3,u,1,11,-4,3.1,1.0
Cn1c(=O)c2c(nc(N3CCOCC3)n2CCNC2=NCCC2)n(C)c1=O,-1.9,8,-2.4,6,0,0,-10,0.1,-0.1
C/C(=N\OC(=O)c1ccc(OC(C)C)cc1)c1ccc(C)c(C)c1,-2.1,-3,-1.7,5,1,2,2,-0.7,1.3
Cc1cccc(N2CCN(C(=O)c3cccc(S(=O)(=O)N4CCOCC4)c3)CC2)c1C,x,3,0.0,-11,-1,2,3,-3.8,-2.4
CC1CCN(C(=O)C2CCN(c3ncnc4c3nc3n4CCCCC3)CC2)CC1,3.4,7,-0.8,-1,-1,3,0,0.7,1.2
O=C(NCc1cccnc1)c1cccs1,0.9,6,x,-1,2,-3,-15,-1.0,0.3

# No enrichment for hits. Share with any hit: about 4.8%.
